Source: PubChem (several laboratories)
Scp-1 inhibitor: Scp-1 phosphatase inhibitors, primary screen, biochemical, colorimetric, uHTS | inhibition, % at 20 µM | Recombinant Scp1, phosphopeptide, malachite green phosphate absorbance | 340,000 compounds, 0.88% hits | Carboxy-terminal domain RNA polymerase II polypeptide A small phosphatase 1 (Homo …;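 active = inhibition above about 50% at 20 µM, limit read from the data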;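 also: plate controls were DMSO wells with enzyme for no effect and wells lacking enzyme for full effect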
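System: truncated SCP-1 phosphatase (76-261aa); medium: Tris acetate buffer pH 5.5 with MgCl2 and Tween-20; incubation: 45 min room-temperature reaction, 5 min colour, 30 min stabiliser; compound: single 20 µM dose, 1% DMSO; reagent: Phosphorylated 17-residue peptide substrate; read-out: % inhibition at 20 µM; technique: colorimetric free-phosphate detection, absorbance 630 nm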
SUMO1-SIM PPI: modulators of SUMO1 protein-protein interactions, primary screen, biochemical, uHTS. SUMO1 binding to a labelled peptide, TR-FRET, 1 h. inhibition, % at 20 µM. 360,000 compounds, 0.33% hits. AID 602429, 2012; in the data active = inhibition above about 37%
STEP block: STEP phosphatase inhibitors, primary screen, biochemical, fluorescence intensity, uHTS; AID 588621, 2011; Tyrosine-protein phosphatase non-receptor type 5 (Homo sapiens), P54829; recombinant STEP, OMFP fluorogenic substrate; 360,000 compounds, 0.25% hits; inhibition, % at 20 µM;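 active = inhibition at 20 µM, scaled per plate between control wells, above about 37%, limit read from the data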;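 also: 0% = DMSO with enzyme and substrate and 100% = substrate only without enzyme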
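Also added – OMFP at 25 µM · Test system – STEP tyrosine phosphatase · Technique – FITC-channel fluorescence of OMFP product · Schedule – 20 min at room temperature, dark · Evaluation – control-normalized % inhibition with plate pattern correction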
MsrA inhibitor: bovine MsrA enzyme inhibitors, primary screen, biochemical, absorbance, HTS | Methionine sulfoxide reductase A (Bos taurus) | purified bovine MsrA, absorbance read-out | inhibition, % at 15.5 µM | 360,000 compounds, 0.75% hits | AID 651718, 2012; in the data active = inhibition above about 4.5%;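 also: 0% = vehicle wells with enzyme and 100% = reference inhibitor wells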
TbMetRS inhib: T. brucei MetRS inhibitors, primary screen, biochemical, luminescence; purified T. brucei MetRS, ATP depletion, Kinase-Glo luminescence; inhibition, % at 11.9 µM; AID 624268, 2012; 360,000 compounds, 0.4% hits;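 active = inhibition above a per-plate cutoff of the control wells' mean inhibition plus 3 SD, cut at about 5.5% in these data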;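 also: 0% = DMSO wells median and 100% = median of wells with control inhibitor compound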
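Dosing: 11.9 µM compound single dose, 0.9% DMSO; Assay system: purified T. brucei MetRS enzyme; Measured by: Kinase-Glo luciferase luminescence reporting remaining unconsumed ATP; Schedule: 15 min plus 2 h at 25 °C.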
Rpn11 inh: Rpn11 (PSMD14) deubiquitinase inhibitors, primary screen, biochemical, fluorescence polarization, uHTS | 26S proteasome non-ATPase regulatory subunit 14 (Homo sapiens), O00487 | human 26S proteasome, Ub4-pepOG fluorescence polarization; 20S core pre-blocked with epoxomicin | calls only at 20 µM | 360,000 compounds, 0.59% hits | AID 588493, 2011;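 active = inhibition at 20 µM, scaled to each plate's controls, above about 33%, limit read from the data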
LMPTP inh: LMPTP phosphatase inhibitors, primary screen, biochemical, fluorescence intensity, uHTS | inhibition, % at 20 µM | recombinant LMPTP-A, OMFP fluorogenic substrate | 360,000 compounds, 0.22% hits;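 active = compounds that cut the enzyme signal by at least half of the control window in the single-dose screen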;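 also: plate controls were DMSO wells with enzyme plus substrate for no effect and substrate without enzyme for full effect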
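Test system: LMPTP-A phosphatase enzyme; input: 0.625 nM LMPTP-A final; reagent: OMFP substrate, 400 µM final; compound dosing: 20 µM single dose, 3% DMSO; incubation: 50 min dark incubation at room temperature; measured by: endpoint fluorescence intensity from OMFP dephosphorylation; measure: % inhibition relative to no-enzyme and uninhibited control wells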
CSN deneddyl inh: inhibitors of CSN-mediated cullin deneddylation, primary screen, biochemical, fluorescence polarization, uHTS; COP9 signalosome complex subunit 5 (Homo sapiens), Q92905; Purified CSN, SCF-Nedd8-OG deneddylation; inhibition, % at 12.5 µM; 360,000 compounds, 0.38% hits; AID 651999, 2013;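 active = pattern-corrected inhibition above about 35%, with an unprinted fluorescence ratio check between 0.5 and 1.5, limit read from the data, passing the limit was not always enough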;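 also: 0% = enzyme with substrate and 100% = substrate without enzyme; some results filed as inactive read as strong as hits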
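Material: purified human Csn5 enzyme expressed in HEK293T cells / Medium: Tris buffer pH 7.5, NaCl, DTT, Tween-20, trehalose, ovalbumin / Compound dosing: 12.5 µM single point / Schedule: 90 min incubation of compound, enzyme and substrate at room temperature / Signal: fluorescence polarization of the substrate / Control set: no-enzyme wells high, enzyme-with-substrate wells low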
DNMT1 inh: human DNMT1 methyltransferase inhibitors, primary screen, biochemical, molecular beacon, fluorescence, HinP1I cleavage, uHTS | DNA (cytosine-5)-methyltransferase 1 (Homo sapiens), P26358 | inhibition (reported as % activation of signal), % at 10 µM | 360,000 compounds, 0.83% hits | AID 588458, 2011; in the data active = inhibition above about 50%
Target sequence (P26358 504-1616 limits assumed): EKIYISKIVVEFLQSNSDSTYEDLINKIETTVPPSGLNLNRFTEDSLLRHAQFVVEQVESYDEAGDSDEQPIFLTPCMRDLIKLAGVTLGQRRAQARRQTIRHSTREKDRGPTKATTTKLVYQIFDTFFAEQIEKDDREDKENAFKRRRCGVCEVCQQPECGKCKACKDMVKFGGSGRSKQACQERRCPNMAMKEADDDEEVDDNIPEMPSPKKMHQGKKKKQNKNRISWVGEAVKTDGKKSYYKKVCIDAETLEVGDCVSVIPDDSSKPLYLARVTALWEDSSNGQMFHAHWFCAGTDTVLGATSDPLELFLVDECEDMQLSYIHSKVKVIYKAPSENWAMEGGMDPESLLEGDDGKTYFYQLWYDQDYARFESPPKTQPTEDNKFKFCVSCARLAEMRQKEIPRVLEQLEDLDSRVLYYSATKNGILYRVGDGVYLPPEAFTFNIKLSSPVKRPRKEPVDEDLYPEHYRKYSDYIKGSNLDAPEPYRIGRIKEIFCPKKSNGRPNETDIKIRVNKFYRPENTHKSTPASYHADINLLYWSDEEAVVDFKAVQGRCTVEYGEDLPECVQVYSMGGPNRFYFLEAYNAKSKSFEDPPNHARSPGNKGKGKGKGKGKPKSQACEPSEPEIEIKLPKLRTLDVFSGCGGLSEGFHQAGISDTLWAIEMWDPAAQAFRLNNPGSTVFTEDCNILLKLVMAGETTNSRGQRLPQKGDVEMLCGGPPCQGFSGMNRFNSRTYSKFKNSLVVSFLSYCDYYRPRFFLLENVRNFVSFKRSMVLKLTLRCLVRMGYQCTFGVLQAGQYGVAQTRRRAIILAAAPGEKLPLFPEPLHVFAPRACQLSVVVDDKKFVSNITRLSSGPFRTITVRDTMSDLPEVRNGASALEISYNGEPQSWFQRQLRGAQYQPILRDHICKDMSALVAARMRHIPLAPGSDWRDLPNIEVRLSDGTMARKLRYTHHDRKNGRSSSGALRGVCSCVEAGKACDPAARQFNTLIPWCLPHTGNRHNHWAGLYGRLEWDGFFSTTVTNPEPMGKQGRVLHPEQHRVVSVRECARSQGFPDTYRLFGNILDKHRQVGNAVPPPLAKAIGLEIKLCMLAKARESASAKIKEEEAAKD
NadD block: inhibitors of S. aureus NadD, primary screen, biochemical, colorimetric, uHTS; Nicotinate-nucleotide adenylyltransferase NadD (Staphylococcus aureus N315); purified NadD enzyme, colorimetric absorbance read-out; inhibition, % at 20 µM; 360,000 compounds, 0.78% hits; AID 602399, 2012; in the data active = inhibition above about 26%; also: some compounds past the cut are filed as inactive
Numbers without * were called inactive; i = inactive; x = not tested or not shown; & = joins results of further samples.

Screens in order: CSN deneddyl inh, NadD block, SUMO1-SIM PPI, TbMetRS inhib, DNMT1 inh, MsrA inhibitor, STEP block, LMPTP inh, Scp-1 inhibitor, Rpn11 inh
COc1ccc2cc(CN(C)C(=O)CN3C(=O)NC4(CCCC4)C3=O)ccc2c1
    -2, 7, -4, 0.0, -1, -1.1, 1, -0.2, x, i
C[C@@H]1Cn2cnc(C(=O)N[C@@H](C)c3ccccc3)c2C(=O)N1
    0, 2, 6, -0.8, 4, -0.5, -3, -1.8, x, i
COc1ccc(CCNC(=O)COC(=O)c2cc(OC)c(OC)cc2OC)cc1
    -2, -4, 4, 0.4, -1, 0.7, 8, 0.3, -11, i
Cc1ccc(-c2[nH]c3cc(C(N)=O)ccc3c(=O)c2O)cc1
    -3, -4, -21, -0.4, 4, 2.7, 5, 0.6, -2, i
O=C(CN1CCN(c2cnn(-c3ccccc3)c(=O)c2Cl)CC1)NC1CCS(=O)(=O)C1 (centres undefined)
    2, -2, -13, -0.2, 1, 2.2, 3, -1.0, -6, i
O=S(=O)(c1ccccc1)N1CCC(O)(CN2CCN(c3ccccc3)CC2)CC1
    -2, -7, 0, -0.3, 1, -0.7, -2, -0.6, -5, i
CN(CC(=O)Nc1ccccc1Cl)C(=O)COC(=O)CSc1ccc(Cl)cc1
    -2, -7, -1, -0.4, -4, -0.5, 2, 1.4, 1, i
CC(C)(C)c1cc(NC(=O)c2ccco2)no1
    10, -1, 1, 0.3, 0, -1.0, -1, 0.0, -8, i
CSc1ccc(CCNC(=O)c2ccc(CS(=O)Cc3ccccc3Cl)o2)cc1 (centres undefined)
    -5, -3, 6, 0.5, -3, 0.2, 1, 0.9, -6, i
CC(C)CCn1c(=S)[nH]c2ncccc2c1=O
    10, 0, 1, 0.1, 13, -1.3, -1, -1.1, -7, i
C=CCn1c(SCC(=O)Nc2ccc3c(c2)OCO3)nnc1-c1cc(Br)ccc1O
    2, 7, 34, 1.3, -3, 1.0, 0, 0.6, -4, i
Cc1cc(C(=O)N2CCCC(C(=O)c3ccc4ccccc4c3)C2)nn1C (centres undefined)
    -1, -1, -20, -0.6, 1, 0.5, 3, -1.2, -9, i
CC(C)NC(=O)C1CCCN(S(C)(=O)=O)C1 (centres undefined)
    1, -3, -1, -1.8, 0, 0.3, -1, -1.8, -5, i
Cc1ccc(N2CC(C(=O)Nc3ccccc3OC(F)F)CC2=O)cc1 (centres undefined)
    0, 2, 5, -0.1, 4, 1.0, 2, -1.0, -6, i
Cc1ccc(C)c(NC(=O)COc2coc(CN3CCc4ccccc4C3)cc2=O)c1
    1, 2, -2, -0.2, -2, 1.1, 4, -1.5, -5, i
CCCCN(CCCC)Cc1cc(=O)oc2cc(OC)c(Cl)cc12
    0, 5, -2, -0.4, 1, 3.6, 1, 2.6, x, i
COC(=O)[C@@]12C[C@@H](CC(=O)NCCCCc3ccccc3)C(=O)N(CCc3ccc(OC)c(OC)c3)C1=CCC(C)(C)C2
    -3, x, 0, -1.0, x, 1.5, x, 7.3, x, x
CCN(CC)C(=O)CSc1nnnn1-c1ccc(F)c(Cl)c1
    2, -4, 2, 0.2, 5, 0.9, 0, 0.1, -8, i
CN1CCN(CC(=O)N(C)c2nc(-c3ccccc3)cs2)CC1
    2, -5, 1, -0.5, 5, -0.6, 7, -9.5, -14, i
CC(=O)NC(CC(=O)OCC(=O)c1cc(C)ccc1C)c1ccccc1 (centres undefined)
    -7, 0, 2, -0.3, 4, -0.7, 0, -0.3, -8, i
CSc1nnc(Cn2c(=O)sc3ccccc32)n1-c1cccc(Cl)c1
    -2, -4, 0, -0.7, 2, 1.1, 4, 0.7, -4, i
CC(C)CC(=O)OCC(=O)Nc1ccccc1Sc1ccccc1
    0, -4, 0, -1.0, 7, 0.0, 1, 0.1, -6, i
OC1CC(c2ccco2)NC2(CCCCC2)C1 (centres undefined)
    -2, -3, 1, -0.8, 4, 0.0, -4, -1.4, -3, i
CC(C)(C)OC(=O)N1CCCN(C(=O)c2ccc(Cl)cc2)CC1
    -4, -2, 3, -0.8, -3, 0.1, -2, -2.0, -10, i
N#Cc1ccc(NC(=O)COC(=O)C2=COCCO2)cc1
    18, 3, 3, -0.1, 12, -0.4, 2, -1.4, -15, i
CCN1CCN(S(=O)(=O)c2ccc(Cl)c(C(=O)N(C)Cc3ccc(C(C)(C)C)cc3)c2)CC1
    -2, -12, -8, -0.4, 0, 1.1, 1, -0.8, -24, i
Cc1c(C(=O)NCc2cccnc2)oc2ccc(S(=O)(=O)N3CCCCCC3)cc12
    5, 8, 1, 0.5, -1, 0.2, 3, -1.2, -4, i
COC(=O)c1c(NC(=O)CC2Sc3ccc(C(F)(F)F)cc3NC2=O)sc(C)c1C (centres undefined)
    2, 13, 3, 0.1, -4, 0.2, -1, -0.5, -11, i
CCN(c1ccccc1)S(=O)(=O)c1cccc(C(=O)N(C)CC(=O)Nc2ccc(F)c(F)c2F)c1
    -5, -8, 2, -0.2, -3, -1.2, -1, 0.0, -12, i
N#Cc1ccsc1NC(=O)CN1CCN(S(=O)(=O)c2ccc3ccccc3c2)CC1
    1, 20, 1, -0.1, -12, 0.3, 3, 3.1, 6, i
Cc1ccc(OCCn2cc(/C=C3\C(=O)NN(c4ccccc4)C3=O)c3ccccc32)cc1
    -8, 21, -12, 0.1, 18, 0.7, 0, 3.5, -8, i
CN(C)C(CNC(=O)c1ccc(S(=O)(=O)Nc2ccccc2F)cc1)c1ccco1 (centres undefined)
    6, 0, -38, -0.3, -5, -1.0, -3, -5.6, -9, i
O=C(CN1C(=O)NC2(CCCC2)C1=O)NNC(=O)c1ccc(F)cc1
    0, 6, 3, -0.4, -6, -1.5, 1, -0.7, -3, i
COc1ccc(CN(C)C(=O)c2cccc(S(=O)(=O)NCc3ccccc3)c2)cc1F
    1, -6, -2, -0.2, 6, -0.1, -2, -0.9, x, i
CC(C)CC1Nc2ncnc(N3CCOCC3)c2N(Cc2ccc(Cl)cc2)C1=O (centres undefined)
    -1&3, -7&-2, -3&0, -0.3&0.0, -5&0, 0.6&0.6, -2&-1, -2.0&0.1, -3, i
CCOc1ccc(N2CC(C(=O)Nc3nnc(Cc4ccccc4)s3)CC2=O)cc1 (centres undefined)
    3, -5, 0, -0.2, -2, -0.1, 1, 0.2, -5, i
O=C(CN1C(=O)NC2(CCCCCCC2)C1=O)NC1CCCc2ccccc21 (centres undefined)
    -12, -3, -2, 0.1, 2, -0.2, -2, -1.2, 7, i
CC1(C)CCCC2(C)C(OCCO)=CC(=O)C=C12 (centres undefined)
    -1, -4, -2, -0.2, 2, -1.2, 0, -1.4, x, i
COc1ccc2nc(SCC(=O)Nc3ccc(S(=O)(=O)Nc4nccc(C)n4)cc3)[nH]c2c1
    0, 9, 14, -1.1, 2, 0.1, -1, -0.4, 0, i
CC(C)(C)NC(=O)CSc1nnc(CN2CCCCCC2=O)n1-c1ccccn1
    -10, 4, 1, -1.1, 4, 0.2, -3, -1.4, 2, i
COc1cccc(CNCCc2c[nH]c3ccccc23)c1OCc1ccccc1F
    1, -5, -7, -0.3, -9, -0.2, 4, -1.7, 7, i
CC(=O)N/C(=C/c1ccc([N+](=O)[O-])cc1)C(=O)O
    -2, -2, -23, 0.1, 2, 1.1, -2, 0.5, -3, i
Cc1cc(C)c(C#N)c(SCC(=O)N(CC(C)C)C2CCS(=O)(=O)C2)n1 (centres undefined)
    -2, -2, 1, -0.2, 1, 1.0, -1, -1.5, 1, i
CS(=O)(=O)N(CC(=O)N1CCOCC1)c1cccc(Cl)c1Cl
    -5, 8, 4, 0.1, 0, -0.2, 2, -1.9, 1, i
O=C(O)CCn1cc(/C=C2/NC(=S)N(c3ccccc3)C2=O)c(-c2ccccc2)n1
    -15, -6, -9, -0.4, 1, 3.6, 0, -0.1, -11, i
COc1cc(/C=N\n2nnnc2N)ccc1OCc1ccc(F)cc1
    -2, -6, -16, -1.2, -5, 1.5, 6, -0.1, -2, i
O=C(Nc1ccccc1)Nc1nnc(Cc2ccc([N+](=O)[O-])cc2)s1
    -4, 4, 1, 1.2, 48, 1.0, -2, 0.4, -8, i
COc1cc(NC(=O)Cn2c(-c3cncs3)nc3ccccc32)cc(OC)c1OC
    0, 2, 0, -0.3, 0, -0.1, 0, 1.1, -5, i

Pulled one by one from the entries so far:
Screens in order: CSN deneddyl inh, NadD block, SUMO1-SIM PPI, TbMetRS inhib, DNMT1 inh, MsrA inhibitor, STEP block, LMPTP inh, Scp-1 inhibitor, Rpn11 inh
COc1cccc(CNCCc2c[nH]c3ccccc23)c1OCc1ccccc1F
    1, -5, -7, -0.3, -9, -0.2, 4, -1.7, 7, i
O=C(Nc1ccccc1)Nc1nnc(Cc2ccc([N+](=O)[O-])cc2)s1
    -4, 4, 1, 1.2, 48, 1.0, -2, 0.4, -8, i
Cc1cc(C)c(C#N)c(SCC(=O)N(CC(C)C)C2CCS(=O)(=O)C2)n1 (centres undefined)
    -2, -2, 1, -0.2, 1, 1.0, -1, -1.5, 1, i
O=C(CN1C(=O)NC2(CCCCCCC2)C1=O)NC1CCCc2ccccc21 (centres undefined)
    -12, -3, -2, 0.1, 2, -0.2, -2, -1.2, 7, i
COc1cc(/C=N\n2nnnc2N)ccc1OCc1ccc(F)cc1
    -2, -6, -16, -1.2, -5, 1.5, 6, -0.1, -2, i
Cc1ccc(OCCn2cc(/C=C3\C(=O)NN(c4ccccc4)C3=O)c3ccccc32)cc1
    -8, 21, -12, 0.1, 18, 0.7, 0, 3.5, -8, i
CC(C)CC1Nc2ncnc(N3CCOCC3)c2N(Cc2ccc(Cl)cc2)C1=O (centres undefined)
    -1&3, -7&-2, -3&0, -0.3&0.0, -5&0, 0.6&0.6, -2&-1, -2.0&0.1, -3, i
